High-throughput results (PubChem)
CHOP inhibitor – blocks CHOP induction under ER stress; CHO-K1 CHOP-promoter luciferase, tunicamycin-induced, 15-18 h; 220,000 tested, 3.8% active; inhibition, % at 10 µM;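 active = compounds that reduced the stress-induced luciferase reporter signal by more than about 70% of percent inhibition, limit read from the data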;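 also: 0% = tunicamycin plus vehicle and 100% = wells without tunicamycin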
PGE2 EP2 inh – blocks the human prostaglandin E2 receptor EP2; 260,000 tested, 0.52% active; C6 glioma cells expressing human EP2, cAMP TR-FRET; cells stimulated with saturating PGE2; P43116; inhibition, % at 25 µM;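 active = percent inhibition above 40 after rounding to a whole number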;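 also: rat C6 glioma host cells with rolipram phosphodiesterase inhibitor present; the protocol text gives 20 µM as final concentration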
Target sequence (P43116 whole entry, looked up): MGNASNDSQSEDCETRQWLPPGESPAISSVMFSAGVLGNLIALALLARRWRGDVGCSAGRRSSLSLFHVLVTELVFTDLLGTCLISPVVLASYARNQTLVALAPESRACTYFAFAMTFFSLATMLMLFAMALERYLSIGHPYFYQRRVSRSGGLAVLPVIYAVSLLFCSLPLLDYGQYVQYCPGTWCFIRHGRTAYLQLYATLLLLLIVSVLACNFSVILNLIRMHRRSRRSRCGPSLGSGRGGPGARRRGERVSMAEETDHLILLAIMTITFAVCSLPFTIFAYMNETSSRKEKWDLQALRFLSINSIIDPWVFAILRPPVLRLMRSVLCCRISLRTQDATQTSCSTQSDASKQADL
EP2 modulator – modulates human prostaglandin E2 receptor EP2 signaling; P43116; EP2-expressing cells, cAMP HTRF FRET, PGE2 co-stimulation; 260,000 tested, 0.83% active; AID 940; induction, % at 25 µM;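 active = compounds whose cAMP rise, as percent of the full-agonist control response, exceeds 60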;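 also: rat C6 glioma line stably carrying human EP2 under a CMV promoter; the protocol text gives 20 µM as final concentration; 100% = response of wells given 1 µM PGE2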
The depositor's hits bear a star; & = joins results of further samples. An excerpt. The share of hits here may be higher or lower than overall.

Compound,CHOP inhibitor,PGE2 EP2 inh,EP2 modulator
COC(=O)[C@H](NC(=O)c1cc(-c2ccccc2)nc2ccccc12)c1ccccc1,-1,13&9,46
CC12C(=O)OC(=O)C1(C)C1CCC2O1 (stereo unspecified),-25,16,-14
O=C(Cc1ccc(Cl)c(Cl)c1)OCCN1CCCC1,8,13,14
Cc1nc(N=Nc2cc(S(=O)(=O)O)c3cc([N+](=O)[O-])cc(S(=O)(=O)O)c3c2)c(COP(=O)(O)O)c(C=O)c1O,1,14,34
NCCC(=O)NCCc1cnc[nH]1,16,5,29
O=C(O)[C@H]1NCCC[C@H]1C(=O)O,-2,8,7
COc1ccc(NC(=O)c2ccc(-c3ccc(-c4noc(C)n4)cc3C)cc2)cc1N1CCN(C)CC1,5,14,-10
CN1C(C)(C)CCCC1(C)C,5,12&11,22&29
Cc1c(CC(C)(C)C(=O)O)n(Cc2ccc(Cl)cc2)c2ccc(F)cc12,-3,18,24
C#CCn1c(=O)c2c(ncn2C)n(C)c1=O,46,12&12,0
N[C@@H](COP(=O)(O)O)C(=O)O,-8,10,12
Oc1ccc(Cn2cc[nH]c2=S)cc1,5,7,19
Oc1ccc(C2CNCc3sccc32)cc1O (stereo unspecified),-21,14,9
N#C/C(=C\c1ccc(O)c(O)c1)C(=O)NCCCNC(=O)/C(C#N)=C/c1ccc(O)c(O)c1,-1,7,18
CCCCCCCCCCCCCCCC(=O)OC(CC(=O)O)C[N+](C)(C)C (stereo unspecified),-5,14,-22
CC(=O)OCC1=C(C(=O)O)N2C(=O)[C@@H](NC(=O)CSc3ccncc3)[C@H]2SC1,-16,10&11,12&17
CN1C(=O)CC[C@H]1c1cccnc1,-29,18&12&13,-12&5
CCCCCCCCCCC/C=C\C(C)(C)/C=C\CCCC(=O)O,-2,13,57
CC(C)(CO)Cc1cc(C(C)(C)C)c(O)c(C(C)(C)C)c1,-37,13,-13
Nc1ccc(N2C(=O)c3ccccc3C2=O)c(Cl)c1,5,11,-2
NC(N)=N[C@@H](CCC(=O)O)C(=O)O,10,14,26
Nc1ncnc2c1nc(Sc1ccc(Cl)cc1)n2C1OC2COP(=O)(O)O[C@@H]2[C@@H]1O (stereo partly specified),-16,13,13
C=CC[C@H](N)C(=O)O,-4,10,-1
CC(N)(Cc1ccc(O)cc1)C(=O)O (stereo unspecified),-4,6,-6
CC1(C)CCC(NC(=O)[C@@H](N)CCC(=O)O)CC1,19,11,17
CC(O)C(O)[C@H]1CNc2nc(N)[nH]c(=O)c2N1 (stereo partly specified),-8,13,28
CC(C)(C=O)Cc1cc(C(C)(C)C)c(O)c(C(C)(C)C)c1,-31,14,-3
CC1(C)C(=O)N(CCN2CCC(C(=O)c3ccc(F)cc3)CC2)c2ccccc21,-13,12,-5
NC(N)=[N+]1CCc2ccccc2C1,1,14,-12
Cc1cn([C@H]2C[C@@H](N=[N+]=[N-])[C@@H](CO)O2)c(=O)[nH]c1=O,4,13,5

An excerpt of these results, with two lines to a compound:
Values run as follows: CHOP inhibitor	PGE2 EP2 inh	EP2 modulator
- C=CC[C@H](N)C(=O)O
    -4	10	-1
- CC(N)(Cc1ccc(O)cc1)C(=O)O (stereo unspecified)
    -4	6	-6
- CC1(C)CCC(NC(=O)[C@@H](N)CCC(=O)O)CC1
    19	11	17
- CC(O)C(O)[C@H]1CNc2nc(N)[nH]c(=O)c2N1 (stereo partly specified)
    -8	13	28
- CC(C)(C=O)Cc1cc(C(C)(C)C)c(O)c(C(C)(C)C)c1
    -31	14	-3

Record cards, from the list above. Order of screens: CHOP inhibitor, PGE2 EP2 inh, EP2 modulator
CCCCCCCCCCCCCCCC(=O)OC(CC(=O)O)C[N+](C)(C)C (stereo unspecified) as listed: -5, 14, -22
NCCC(=O)NCCc1cnc[nH]1 as listed: 16, 5, 29
O=C(O)[C@H]1NCCC[C@H]1C(=O)O as listed: -2, 8, 7
CN1C(C)(C)CCCC1(C)C as listed: 5, 12&11, 22&29
N[C@@H](COP(=O)(O)O)C(=O)O as listed: -8, 10, 12

More structures:
CCCCN1CCC(n2c(=O)[nH]c3ccccc32)CC1
  CHOP inhibitor: -1
  PGE2 EP2 inh: 13
  EP2 modulator: 18
CN(C)CCOC(=O)COc1ccc(Cl)cc1
  CHOP inhibitor: -19
  PGE2 EP2 inh: 10&9
  EP2 modulator: 30&-25
O=[N+]([O-])c1cccc2c(Br)[nH]nc12
  CHOP inhibitor: 4
  PGE2 EP2 inh: 9&12
  EP2 modulator: -8&-7
CCCCCCCC/C=C\CCCCCCCC(=O)NCCO
  CHOP inhibitor: 31
  PGE2 EP2 inh: 13
  EP2 modulator: -8
CC(=O)NCCc1ccc(O)c(O)c1
  CHOP inhibitor: 34
  PGE2 EP2 inh: 19
  EP2 modulator: 12
CC(=O)Oc1ccccc1C(=O)O
  CHOP inhibitor: -9
  PGE2 EP2 inh: 9&11&5
  EP2 modulator: 29&9
CN(C)S(=O)(=O)c1ccc2c(c1)/C(=C/c1cc3c([nH]1)CCCC3)C(=O)N2
  CHOP inhibitor: -10
  PGE2 EP2 inh: 19
  EP2 modulator: -31
CC(N)=O
  CHOP inhibitor: -4
  PGE2 EP2 inh: 9
  EP2 modulator: -2
CC(C)(C)c1onc(OCP(=O)(O)O)c1CC(N)C(=O)O (stereo unspecified)
  CHOP inhibitor: -8
  PGE2 EP2 inh: 12
  EP2 modulator: 10
Nc1cc(Cl)c(NC2=NCCN2)c(Cl)c1
  CHOP inhibitor: -11
  PGE2 EP2 inh: 9
  EP2 modulator: 8

NC(Cc1ccc(Cl)cc1)C(=O)O (stereo unspecified)
  CHOP inhibitor: -18
  PGE2 EP2 inh: 7&11
  EP2 modulator: 3&14
Cn1cnc2c(NCc3ccccc3)nc(NCCO)nc21
  CHOP inhibitor: 16
  PGE2 EP2 inh: 15
  EP2 modulator: 16
COc1ccc(-c2ccc(N)[n+](CCCC(=O)O)n2)cc1
  CHOP inhibitor: 1
  PGE2 EP2 inh: 13&10
  EP2 modulator: 29
OC[C@H]1O[C@@H](n2cnc3c(N[C@H]4CC5CCC4C5)ncnc32)[C@H](O)[C@@H]1O (stereo partly specified)
  CHOP inhibitor: 9
  PGE2 EP2 inh: 10
  EP2 modulator: 0
CC(C)COC(=O)OCN1C(=O)CN(CCN2CC(=O)N(COC(=O)OCC(C)C)C(=O)C2)CC1=O
  CHOP inhibitor: -12
  PGE2 EP2 inh: 10
  EP2 modulator: 7
OC(CN1CCC(Cc2ccc(F)cc2)CC1)c1ccc(Cl)cc1 (stereo unspecified)
  CHOP inhibitor: -6
  PGE2 EP2 inh: 9
  EP2 modulator: 5
CC(=O)NNC(=O)N1Cc2ccccc2Oc2ccc(Cl)cc21
  CHOP inhibitor: -1
  PGE2 EP2 inh: 18&13
  EP2 modulator: 16
CC(=O)O[C@H]1C[C@@H]2CC[C@@H]3[C@H](CC[C@@]4(C)[C@H]3C[C@H]([N+]3(C)CCCCC3)[C@@H]4OC(C)=O)[C@@]2(C)C[C@@H]1[N+]1(C)CCCCC1
  CHOP inhibitor: 1
  PGE2 EP2 inh: 9
  EP2 modulator: 11
Cc1ccc(OCC(O)C(C)NC(C)C)c2c1CCC2 (stereo unspecified)
  CHOP inhibitor: -4
  PGE2 EP2 inh: 9
  EP2 modulator: -5
CN(CCOc1ccc(C[C@H](Nc2ccccc2C(=O)c2ccccc2)C(=O)O)cc1)c1ccccn1
  CHOP inhibitor: 7
  PGE2 EP2 inh: 12
  EP2 modulator: 12

5 compounds out of the list, arranged by formula weight, low to high:
Oc1ccc(C2CNCc3sccc32)cc1O (stereo unspecified)
  CHOP inhibitor: -21
  PGE2 EP2 inh: 14
  EP2 modulator: 9
Cc1cn([C@H]2C[C@@H](N=[N+]=[N-])[C@@H](CO)O2)c(=O)[nH]c1=O
  CHOP inhibitor: 4
  PGE2 EP2 inh: 13
  EP2 modulator: 5
O=C(Cc1ccc(Cl)c(Cl)c1)OCCN1CCCC1
  CHOP inhibitor: 8
  PGE2 EP2 inh: 13
  EP2 modulator: 14
CCCCCCCC/C=C\CCCCCCCC(=O)NCCO
  CHOP inhibitor: 31
  PGE2 EP2 inh: 13
  EP2 modulator: -8
Cc1c(CC(C)(C)C(=O)O)n(Cc2ccc(Cl)cc2)c2ccc(F)cc12
  CHOP inhibitor: -3
  PGE2 EP2 inh: 18
  EP2 modulator: 24

Remaining list, next part.
NC(=O)CC[C@H](N)C(=O)O
  CHOP inhibitor: -50
  PGE2 EP2 inh: 8&9
  EP2 modulator: -6&-5
Cn1cc(C(=O)OCC2CCN(CCNS(C)(=O)=O)CC2)c2ccccc21
  CHOP inhibitor: -15
  PGE2 EP2 inh: 14&9
  EP2 modulator: 10
Cn1cnc2c(NC3CCCC3)ncnc21
  CHOP inhibitor: 0
  PGE2 EP2 inh: 9
  EP2 modulator: 12
CCN1CCCC1CNC(=O)c1cc(S(N)(=O)=O)ccc1OC (stereo unspecified)
  CHOP inhibitor: -3
  PGE2 EP2 inh: 10&11
  EP2 modulator: -8
O=C(Nc1ccc([N+](=O)[O-])cc1Cl)c1cc(Cl)ccc1O
  CHOP inhibitor: -7
  PGE2 EP2 inh: 13&9
  EP2 modulator: -12&4
CN1CCc2ccccc2Cc2[nH]c3ccccc3c2CC1
  CHOP inhibitor: -2
  PGE2 EP2 inh: 11
  EP2 modulator: 18
CC(N)(C(=O)O)c1ccc(C(=O)O)cc1 (stereo unspecified)
  CHOP inhibitor: -8
  PGE2 EP2 inh: 5
  EP2 modulator: 29
O=c1c(-c2ccc(O)cc2)coc2cc(O)ccc12
  CHOP inhibitor: -34
  PGE2 EP2 inh: 20&12&14
  EP2 modulator: -27&6
C[C@@H](Oc1ccc(Oc2cnc3ccc(Cl)cc3n2)cc1)C(=O)O
  CHOP inhibitor: -5
  PGE2 EP2 inh: 10
  EP2 modulator: 11
O=C(N[C@@H](Cc1ccccc1)C(=O)CCl)OCc1ccccc1
  CHOP inhibitor: -7
  PGE2 EP2 inh: 24
  EP2 modulator: -21
